Screening data: PubChem, several laboratories
PLAP inhibition: PLAP enzyme inhibitors, biochemical, luminescence, HTS (AID 690). 96,000 tested, 0.08% active. Alkaline phosphatase, placental type (Homo sapiens). one-dose inhibition, % at 20 µM; IC50 in µM for titrated hits. purified PLAP, luminescent substrate; higher % means a stronger effect; in the data active = a potency from the dose series; inactive = the rest, 99 in 100 with inhibition below about 30%; note: strong numbers were not always called active
Bcl-B displacement: displacers of TR3 peptide from Bcl-B, primary screen, selectivity assay for Bfl-1 inhibitor project, biochemical, fluorescence polarization. Bcl-2-like protein 10 (Homo sapiens). FP displacement of FITC-TR3 peptide from Bcl-B; higher % means a stronger effect. AID 748, 2007. one-dose displacement, % at 20 µM; IC50 in µM for titrated hits. 96,000 tested, 0.11% active;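 active = displacement above 50% at 20 µM plus a fluorescence interference ratio under 1.5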;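 note: plate controls were wells without compound for no effect and wells lacking Bcl-B protein for full effect; a part of the inactive calls stands beside numbers as strong as those of hits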
MRP reversal: reversal of MRP1-mediated doxorubicin resistance, primary screen, H69AR cells, doxorubicin co-treatment; 85,000 tested, 0.04% active; H69AR cells + 2 uM doxorubicin, CellTiter-Glo, 72 h; AID 602, 2007; differential viability (reversal), % at 10 µM;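 active = viability drop by adding the cancer drug above about 55%, with treated viability meeting a 40% cutoff, limit read from the data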;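 note: viability without doxorubicin minus viability with 2 µM doxorubicin for each compound; larger differential means the compound sensitizes cells more to doxorubicin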
IL1B NFkB inh: inhibitors of IL-1B driven NFkB p65 nuclear import, primary screen, imaging, HUVEC, IL-1B stimulus, high-content imaging; 94,000 tested, 0.43% active; HUVEC IL-1B NFkB p65 nuclear translocation imaging; AID 796, 2007; inhibition, % at 2 µM;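 active = inhibition above about 30% together with a positive call from visual inspection of the well image, limit read from the data; inconclusive = inhibition above a set limit but visual check negative; inactive = inhibition not above a set limit, visual check negative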;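 note: nuclear over cytoplasmic p65 intensity ratio measured by imaging; 0% = IL-1B stimulated DMSO wells and 100% = unstimulated DMSO wells; values of inactives mirror those of a sister screen read the other way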
IL1B NFkB pot: enhancers of NFkB p65 translocation in HUVEC – imaging, IL-1B stimulus, high-content imaging, primary screen; activation, % at 2 µM; 94,000 tested, 0.3% active; HUVEC IL-1B NFkB p65 nuclear translocation imaging;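 active = activation above 40%, about the mean plus 3 SD, also judged a hit on visual image review; inconclusive = activation above 40% but not a hit on visual review; inactive = activation not above 40% and no visual hit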;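 note: percent activation is computed from the nuclear over cytoplasmic p65 intensity ratio; values of inactives mirror those of a sister screen read the other way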
MRP reversal cytotoxicity: recorded beside MRP reversal, whose call it bears; viability, %; H69AR cells, CellTiter-Glo, 72 h; measured here: cytotoxicity without doxorubicin
MRP reversal with doxorubicin: second read-out of MRP reversal, no call of its own (marks repeat the call); viability, %; measured here: viability with 2 uM doxorubicin; hits give low values
IL1B NFkB inh cell count 2 µM: further read-out of IL1B NFkB inh, marked with its call; cell count; measured here: cells passing quality filter;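 raw number of nuclei counted in each imaged well without normalization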
IL1B NFkB pot cell count 2 µM: also measured in IL1B NFkB pot; calls as there; cell count; measured here: cells passing quality filter
* = called active by the depositor; ? = inconclusive; . = no result given. An excerpt (hit frequency here may not be typical).

SMILES	PLAP inhibition	Bcl-B displacement	MRP reversal	MRP reversal cytotoxicity	MRP reversal with doxorubicin	IL1B NFkB inh	IL1B NFkB inh cell count 2 µM	IL1B NFkB pot	IL1B NFkB pot cell count 2 µM
Cc1ccc(-n2c(SCC(N)=O)nnc2-c2ccccn2)cc1C	-8%	4%	9	94	85	-10	160	10	160
COc1ccccc1CN(Cc1nc2ccccc2c(=O)[nH]1)C(=O)Nc1ccccc1C	-20%	8%	7	100	93	-2	54	2	54
c1ccc2c(c1)oc1c(Nc3ccc(CN4CCOCC4)cc3)ncnc12	-36%	-12%	-2	3	5	-5	176	5	176
Cc1noc(C)c1S(=O)(=O)N(CCc1ccccc1)Cc1ccccc1	-2%	-9%	15	75	60	-48	116	?	.
CCn1c(C)nc2cc(S(=O)(=O)C(F)F)ccc21	-6%	-6%	10	98	88	-9	139	9	139
CC(=O)c1ccc(NC(=O)CSc2nc3nc(C)cc(C)n3n2)cc1	0%	-1%	.	.	.	6	87	-6	87
COC(=O)[C@H](CCSC)NC(=O)Nc1ccc(OC)cc1	-8%	2%	6	91	85	5	152	-5	152
COc1cccc(-c2cc(C(=O)NC3CCCC3)no2)c1	10%	-6%	-16	80	96	-2	54	2	54
Cc1ccc(C(=O)O)cc1S(=O)(=O)NCC1CCCO1 (configuration not stated)	17%	0%	8	90	83	-15	150	15	150
CC1CCCC(NC(=O)COC(=O)c2ccccc2NC(=O)c2ccco2)C1C (configuration not stated)	8%	-41%	.	.	.	4	162	-4	162
Cc1ccc(S(=O)(=O)N2CCC(C(=O)Nc3ccc4c(c3)OCO4)CC2)cc1	15%	-6%	2	70	68	-17	203	17	203
CONC(=O)c1cc(OCC(F)(F)F)ccc1OCC(F)(F)F	-4%	0%	.	.	.	4	151	-4	151
CCOC(=O)C1=C(CNCCc2ccc(Cl)cc2)NC(=O)NC1c1ccc2c(c1)OCO2 (configuration not stated)	-33%	-15%	12	108	96	1	112	-1	112
CCOC(=O)C1CCN(c2ncnc3c2oc2ccc(Cl)cc23)CC1	-49%	-3%	-16	91	107	-20	114	20	114
CN1C(=O)CC(C(=O)O)SC1=Nc1cc(Cl)c(O)c(Cl)c1 (configuration not stated)	8%	9%	-6	91	97	-11	165	11	165
Cc1ccc(Cl)cc1N1CCN(C(=O)C2CCN(S(=O)(=O)c3cccnc3)CC2)CC1	-76%	5%	12	51	39	-9	75	9	75
N#Cc1cccc(NC(=O)CC2CCCCC2)c1	25%	2%	31	99	68	-2	159	2	159
Cc1nnsc1C(=O)NC(C)C12CC3CC(CC(C3)C1)C2 (configuration not stated)	5%	-3%	.	.	.	-2	132	2	132
CCCN(CCC)CCNc1c(NC2CCN(C(=O)OCC)CC2)c(=O)c1=O	-60%	-4%	0	91	92	-11	172	11	172
CCC(C)N1CCN(C(=O)c2cccs2)CC1 (configuration not stated)	.	.	-1	94	95	1	113	-1	113
O=C(Nc1ccccc1)c1ccccc1NC(=O)C1CCCCC1	11%	0%	.	.	.	10	145	-10	145
CC1(C)CC(O)C(CCC(O)c2ccccc2)C(C)(C)N1 (configuration not stated)	0%	-10%	6	102	96	-10	145	10	145
CCOc1ccc(NC(=O)CNC(=O)c2cn(-c3ccccc3OC)c(=O)c3ccccc23)cc1	-100%	-9%	12	104	92	-10	74	10	74
Cc1nn(C)c(C)c1N1C(=O)c2cccc3c(Br)ccc(c23)C1=O	.	.	-6	63	69	-8	126	8	126
COc1ccc(/C=C/C(=O)c2ccc(Cl)s2)cc1O	14%	-24%	.	.	.	7	155	-7	155
O=C(C1CC1)N1CCc2cc(Br)cc(S(=O)(=O)NCCN3CCOCC3)c21	-10%	-3%	7	94	88	.	.	.	.
COc1ccccc1Nc1ncccc1C(=O)NCc1ccccc1	-12%	6%	8	77	69	-9	106	9	106
O=C(OCc1cccc2ccccc12)c1ccc2c(=O)[nH]c(CN3CCOCC3)nc2c1	-50%	-13%	-5	95	100	0	135	0	135
Cn1nc(C(=O)NC2=NCCS2)ccc1=O	13%	1%	1	89	89	-8	187	8	187
CCCCC(=O)Nc1cccc(-c2nc3ncccc3o2)c1	14%	10%	9	90	81	-4	154	4	154
C/C(=N\Nc1nc(C)cc(-c2ccccc2)n1)c1ccc(C)o1	-36%	-9%	.	.	.	4	97	-4	97
CC1(C)CC(=O)c2cnc(NC(=O)c3ccco3)nc2C1	-2%	-1%	-4	89	93	-7	159	7	159
CCC(=O)Nc1ccc(-c2cc(-c3ccccc3)nc(-c3ccc(NC(=O)CC)cc3)n2)cc1	8%	-9%	.	.	.	9	151	-9	151
COC(=O)C(C(=O)OC)c1ccccc1[N+](=O)[O-]	0%	2%	1	93	92	-14	174	14	174
COc1ccccc1-c1nn2c(=O)cc(C)nc2s1	1%	4%	9	92	84	0	154	0	154
CCOC(=O)CNC(=O)Nc1nnc(-c2ccc(OCC)cc2)o1	-48%	-12%	-1	84	85	.	.	.	.
Cc1cc(NS(=O)(=O)N(C)C)ccc1C(C)C	-5%	5%	3	93	91	0	71	0	71
Cc1ccc(C(=O)O/N=C2\CCCc3ccccc32)cc1	9%	0%	.	.	.	-1	105	1	105
Cc1cc(C)cc(Oc2nc(-c3ccccc3)cc(C)c2S(C)(=O)=O)c1	-44%	-3%	0	56	57	11	127	-11	127
CCOc1ccc(OCc2ccc(C(=O)N3N=C(C(F)F)CC3(O)C(F)F)o2)cc1 (configuration not stated)	-25%	-6%	.	.	.	-45	197	45*	197*
Cc1ccccc1-n1c(C)cc(/C=N/NC(=O)c2ccc(CN3CCOCC3)cc2)c1C	-62%	-1%	.	.	.	-20	110	21	110
COc1cccc(-c2nn(C)c3sc(C(=O)N4CCOCC4)cc23)c1	-56%	3%	-4	93	96	-8	171	8	171
O=S(=O)(NCC1CCCO1)c1ccc(S(=O)(=O)N(Cc2ccccc2F)C2CCCCC2)cc1 (configuration not stated)	.	.	14	85	71	2	101	-2	101
COc1ccc(NC(=O)CCNC(=O)Cn2ccc3ccccc3c2=O)c(OC)c1	14%	-6%	.	.	.	-50	132	50*	132*
CCn1c(SCC(=O)c2ccc(OC)cc2)nnc1C1CC1	8%	-2%	-12	83	95	3	150	-3	150
O=C(CSc1ncn[nH]1)NCCc1ccccc1	20%	0%	-10	90	99	-33	77	33	77
CCn1nc(C(=O)Nc2cccc3ccccc23)c(Cl)c1Cl	-8%	-12%	.	.	.	-3	131	3	131
CCC(C)c1ccc(NC(=O)COC(=O)C2=COCCO2)cc1 (configuration not stated)	10%	-6%	.	.	.	-1	160	1	160
Cc1cccc(NC(=O)c2ccccc2C(=O)O)c1	6%	0%	6	98	93	-4	125	4	125
CC(C)(C)c1ccc(OCC(=O)N2CCN(C=O)CC2)cc1	-32%	0%	.	.	.	-20	171	20	171
Cn1c2ccccc2c2nnc(SCN3C(=O)c4ccccc4C3=O)nc21	9%	2%	20	93	73	.	.	.	.
Fc1ccc(OCCCCCCN2CCCC2)cc1	-6%	23%	.	.	.	-11	122	11	122
CN(C)C(=O)c1ccc(COc2ccccc2Br)o1	-57%	-4%	-4	93	97	-21	154	21	154
CCOC(=O)CNC(=O)CSc1nc(C)cc(C)c1C#N	8%	-10%	6	99	93	-20	203	19	203
O=C(c1ccccc1)N1CCCCC(Sc2nnnn2-c2ccccc2)C1=O (configuration not stated)	.	.	2	91	89	2	124	-2	124
Cc1ccc(CS(=O)(=O)CCC(=O)NCC2CCCO2)cc1 (configuration not stated)	-5%	-5%	5	86	81	1	140	-1	140
Cc1cc(NC(=O)CCC(=O)N(C2CC2)C2(C(=O)NC3CCCC3)CCC(C)CC2)no1 (configuration not stated)	-10%	-4%	9	96	87	1	152	-1	152
CC(C)CNC(=S)NNC(=O)c1ccc2c(c1)OCO2	-74%	16%	.	.	.	3	220	-3	220
Cc1ccc(-c2nc3ncccc3o2)cc1NC(=O)c1sc2ccccc2c1Cl	16%	-35%	.	.	.	3	117	-3	117
CSCCOC(=O)c1[nH]c2c(c1C)C(=O)CC(c1ccco1)C2 (configuration not stated)	5%	14%	-17	37	53	.	.	.	.
More results
SMILES	PLAP inhibition	Bcl-B displacement	MRP reversal	MRP reversal cytotoxicity	MRP reversal with doxorubicin	IL1B NFkB inh	IL1B NFkB inh cell count 2 µM	IL1B NFkB pot	IL1B NFkB pot cell count 2 µM
COc1ccc(N(CC(=O)N2CCc3ccccc3C2)S(=O)(=O)c2c(C)[nH]c(=O)[nH]c2=O)cc1	-44%	5%	19	102	84	10	176	-10	176
COc1nc(OC)nc(N2CCC(C(=O)Nc3cccc4ccccc34)CC2)n1	-19%	-5%	12	110	97	13	124	-13	124
CN(C)CCCOC(=O)c1ccc(Br)cc1	-6%	-2%	-5	92	97	.	.	.	.
C=CCNC(=O)C1CCN(c2nc(C)cc(-c3ccccc3)n2)CC1	-51%	-19%	3	98	95	5	158	-5	158
CC(C)c1nc2sc3c(NCc4ccccc4)ncnc3c2c2c1COC(C)(C)C2	5%	-1%	-3	40	43	-4	146	4	146
O=C1c2ccccc2S(=O)(=O)N1Cc1cc(=O)n2ccsc2n1	-6%	-15%	-9	93	102	-13	126	13	126

As a working copy, 13 of the compounds above:
SMILES	PLAP inhibition	Bcl-B displacement	MRP reversal	MRP reversal cytotoxicity	MRP reversal with doxorubicin	IL1B NFkB inh	IL1B NFkB inh cell count 2 µM	IL1B NFkB pot	IL1B NFkB pot cell count 2 µM
CCOC(=O)CNC(=O)CSc1nc(C)cc(C)c1C#N	8%	-10%	6	99	93	-20	203	19	203
O=C(c1ccccc1)N1CCCCC(Sc2nnnn2-c2ccccc2)C1=O (configuration not stated)	.	.	2	91	89	2	124	-2	124
Cc1ccc(CS(=O)(=O)CCC(=O)NCC2CCCO2)cc1 (configuration not stated)	-5%	-5%	5	86	81	1	140	-1	140
Cc1cc(NC(=O)CCC(=O)N(C2CC2)C2(C(=O)NC3CCCC3)CCC(C)CC2)no1 (configuration not stated)	-10%	-4%	9	96	87	1	152	-1	152
CC(C)CNC(=S)NNC(=O)c1ccc2c(c1)OCO2	-74%	16%	.	.	.	3	220	-3	220
Cc1ccc(-c2nc3ncccc3o2)cc1NC(=O)c1sc2ccccc2c1Cl	16%	-35%	.	.	.	3	117	-3	117
CSCCOC(=O)c1[nH]c2c(c1C)C(=O)CC(c1ccco1)C2 (configuration not stated)	5%	14%	-17	37	53	.	.	.	.
COc1ccc(N(CC(=O)N2CCc3ccccc3C2)S(=O)(=O)c2c(C)[nH]c(=O)[nH]c2=O)cc1	-44%	5%	19	102	84	10	176	-10	176
COc1nc(OC)nc(N2CCC(C(=O)Nc3cccc4ccccc34)CC2)n1	-19%	-5%	12	110	97	13	124	-13	124
CN(C)CCCOC(=O)c1ccc(Br)cc1	-6%	-2%	-5	92	97	.	.	.	.
C=CCNC(=O)C1CCN(c2nc(C)cc(-c3ccccc3)n2)CC1	-51%	-19%	3	98	95	5	158	-5	158
CC(C)c1nc2sc3c(NCc4ccccc4)ncnc3c2c2c1COC(C)(C)C2	5%	-1%	-3	40	43	-4	146	4	146
O=C1c2ccccc2S(=O)(=O)N1Cc1cc(=O)n2ccsc2n1	-6%	-15%	-9	93	102	-13	126	13	126
